Screens (PubChem BioAssay)
TAG inh: inhibitors of triacylglycerol accumulation. H9c2 cells, Nile Red lipid (TAG) fluorescence; cells loaded with 200 µM oleic acid. inhibition, % at 12.5 µM. 230,000 tested, 0.66% active;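 active = pattern-corrected inhibition of lipid staining of at least 50% with the nuclear-stain viability signal not falling by more than 50%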;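 also: 0% = DMSO wells and 100% = triacsin C control wells; some results filed as inactive read as strong as hits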
TAG inh DAPI viability: second read-out of TAG inh, no call of its own (marks repeat the call); DAPI nuclei signal change (viability), lower = more cytotoxic, %;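 whole-well DAPI fluorescence read on a plate reader as a viability signal; minus 50 percent equals half of cells still viable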
An asterisk follows results filed as active.

SMILES	TAG inh	TAG inh DAPI viability
Cc1ccc(-n2c(=O)[nH]cc(C(=O)Nc3ccc4c(c3)OCO4)c2=O)cc1C	-4	0
O=S(=O)(Cc1ccccc1)N1CCn2c(nc3ccccc32)C1	-6	6
COc1ccc(S(=O)(=O)N2CCN(c3cnccn3)CC2)cc1OC	-1	0
COc1cccc(Nc2nc(N)c([N+](=O)[O-])c(NCc3ccccc3)n2)c1	-11	0
CCC(=O)N/C=C/n1cnc2cc(C(F)(F)F)ccc21	-14	9
O=C(O)c1ccccc1C(=O)NCC(O)c1ccccc1 (stereo not drawn)	-2	9
COc1ccc(NC2=C(NCCO)C(=O)c3ccccc3C2=O)cc1	2	-6
CCOC(=O)c1nnn(CC(=O)Nc2cc(Cl)ccc2C)c1C(=O)OCC	4	11
CSc1nc(N2CCN(c3ccccc3Cl)CC2)c2ccccc2n1	0	-3
O=S(=O)(c1ccc(-c2ccccc2)cc1)N1CCCC1	-3	6
CCC1(C)Cc2c(sc3c2c2ncnn2c2nnc(SCC(=O)NCc4ccco4)n32)CO1 (stereo not drawn)	14	-9
COCCCn1c(-c2ccccc2Cl)n[nH]c1=S	-3	-2
CC(Oc1ccc(C(=O)c2ccccc2)cc1)C(=O)Nc1ccc(S(N)(=O)=O)cc1 (stereo not drawn)	0	4
O=C(OCCN(C1=NS(=O)(=O)c2ccccc21)c1ccc(Cl)cc1)c1ccco1	14	-11
CCN(C(=O)CSc1nc2cc(S(=O)(=O)N(CC)CC)ccc2n1CC)C1CCS(=O)(=O)C1 (stereo not drawn)	-9	-3
O=C(COC(=O)c1cnccn1)N=c1sccn1Cc1ccccc1Cl	8	4
C[C@H](CO)N1C[C@H](C)[C@@H](CN(C)Cc2ccc3c(c2)OCO3)Oc2cc(Br)ccc2S1(=O)=O	-16	12
COc1cc(NC(=O)C(=O)Nc2ccc3nc4n(c(=O)c3c2)CCCCC4)cc(OC)c1OC	8	7
CCC(C)Nc1nc(OC(C(F)(F)F)C(F)(F)F)nc(OC(C(F)(F)F)C(F)(F)F)n1 (stereo not drawn)	23	-14
CCOc1ccc(-c2ccc(SC)nn2)cc1	11	-1
CC1(C(=O)NCc2cccc3ccccc23)CCN1Cc1ccc2ccccc2c1 (stereo not drawn)	-17	12
CC(C)(C)OC(=O)N1CCCC(C(=O)Nc2cccc(C(=O)NCCCc3ccccc3)c2)C1 (stereo not drawn)	-1	-2
Cc1ccccc1OCC(=O)N/N=C/c1ccccn1	-8	14
COc1ccc(OC)c(C2CC(=O)N3CN(c4ccc(C)c(Cl)c4)CSC3=C2C#N)c1 (stereo not drawn)	4	2
O=C(c1cnc2n(c1=O)CCS2)N1CCN(c2ccc(Cl)c(Cl)c2)CC1	-4	5
COc1cc(OC)cc(-c2sc3ccc(OC)cc3c2-c2ccc3cc[nH]c3c2)c1	-13	11
Cc1ccccc1NC(=O)OCc1cccnc1Oc1ccc(Cl)cc1	-13	5
CCN(CC)c1ccc(/C=N/NC(=O)c2ccc([N+](=O)[O-])cc2)cc1	7	-4
Cc1noc(COc2ccccc2OCC(N)=O)c1Cl	-3	-1
COc1cc(NC(=O)C2CC3CCC2C3)c(OC)cc1Cl (stereo not drawn)	-3	-1
CC(C)C[C@H]1CN([C@@H](CC(C)C)CN2CCCC2CN2C(=S)NC[C@@H]2Cc2ccc(O)cc2)C(=S)N1CC1CCCCCC1 (stereo partly drawn)	-13	-40
C=CCN1C=C2C(=O)C(C)(OC(=O)C3CCCC3)C(=O)C(c3ccccc3)=C2C=C1CCCC(=O)OC (stereo not drawn)	3	-7
CC(C)(C)OC(=O)C[C@H]1C/C=C\C[C@@H](CC(=O)NCCO)C(=O)N[C@H](C(C)(C)C)COC1=O	-2	-3
CCc1nc2cc(CC(=O)O)ccc2o1	-4	-5
CC12CN(C(=O)c3ccco3)CC(c3ccccc3)(CN(C(=O)c3ccco3)C1)C2=O	0	0
CC(C)c1nc(CNC(=O)CC2C(=O)NCCN2Cc2ccc(F)cc2Cl)cs1 (stereo not drawn)	-4	-1

Next part (2 carried over from the part before).
SMILES	TAG inh	TAG inh DAPI viability
CC12CN(C(=O)c3ccco3)CC(c3ccccc3)(CN(C(=O)c3ccco3)C1)C2=O	0	0
CC(C)c1nc(CNC(=O)CC2C(=O)NCCN2Cc2ccc(F)cc2Cl)cs1 (stereo not drawn)	-4	-1
O=c1c2c(-c3cccs3)csc2ncn1-c1ccccc1	-6	-11
COc1cc(OC)c(S(=O)(=O)NCc2cccnc2)cc1NC(C)=O	13	-7
CCOC(=O)c1cc2c(ccn2C)n1CC(=O)Nc1ccc(F)cc1	-20	-3
CCCCCc1nc(-c2nonc2N)no1	3	-2
CCNC(=S)NNC(=O)c1cc(-c2ccc(OC)cc2)nc2ccccc12	-7	22
COCCNC(=O)C1CC(=O)N(c2ccc(OC)cc2)C1c1ccc(OC)cc1 (stereo not drawn)	5	-5
Cc1cc(C)n(CC(=O)NN)n1	-7	4
C[C@H](CO)N1C[C@H](C)[C@@H](CN(C)S(=O)(=O)c2cn(C)cn2)Oc2c(NS(=O)(=O)c3cccs3)cccc2C1=O	9	-5
COCCn1c(C)cc(C(=O)COC(=O)c2ccc3ncsc3c2)c1C	-10	-8
COc1cc(C#N)c(N=C(SCC#N)N2CCOCC2)cc1OC	8	2
Cc1nonc1CC(=O)NC1CC(C)(C)Cc2c1cnn2-c1ccc(F)cc1 (stereo not drawn)	6	2
CC(C)Oc1ccc(C(=O)NCC(=O)OCC(=O)N(C)Cc2cccs2)cc1	8	-4

3 of the compounds above, field by field:
Structure: COCCn1c(C)cc(C(=O)COC(=O)c2ccc3ncsc3c2)c1C
  TAG inh = -10
  TAG inh DAPI viability = -8

Structure: COc1cc(NC(=O)C2CC3CCC2C3)c(OC)cc1Cl (stereo not drawn)
  TAG inh = -3
  TAG inh DAPI viability = -1

Structure: CCC1(C)Cc2c(sc3c2c2ncnn2c2nnc(SCC(=O)NCc4ccco4)n32)CO1 (stereo not drawn)
  TAG inh = 14
  TAG inh DAPI viability = -9

(continued)
SMILES	TAG inh	TAG inh DAPI viability
CNC(=O)COC(=O)c1cc(-c2ccc(OC)cc2)nc2ccccc12	-3	10
COc1ccc(N2CCN(C(=O)c3ccc4ccccc4n3)CC2)cc1	-4	-2
COC(=O)C1=C(C)N(Cc2ccccc2)C(=NCc2cccc(Cl)c2)N[C@H]1c1cccc(F)c1	120*	-48*
CCOC(=O)c1c(C)nc(C)c2c(=O)oc3ccccc3c12	-4	-4
Oc1ccc(Nc2ncnc3ccccc23)cc1	-1	4
COc1cc(/C=C2/SC(=S)N(CC(=O)O)C2=O)ccc1OC(=O)c1cccs1	-6	1
CC(C)(C)OC(=O)C[C@@H]1C/C=C\C[C@@H](CC(=O)N[C@@H](CO)Cc2ccccc2)C(=O)NC[C@@H](c2ccccc2)OC1=O	7	-14
CN1CCSc2ccc(C(=O)Nc3ccc(Cl)cc3)cc21	-4	2
Cc1cccc(NC(=S)NC2CC3CCCC(C2)N3Cc2ccco2)c1 (stereo not drawn)	-14	9
Cn1ccnc1Sc1ccccc1[N+](=O)[O-]	-12	0
Nc1cc(C(=O)OCC(=O)c2ccc(CC(=O)N3CCOCC3)s2)ccc1Cl	0	-10
Clc1cccc(-c2ccc(C3Nc4cccc5cccc(c45)N3)o2)c1	10	4
NC(=O)C1(c2ccccc2)CCCN1C(=O)c1ccccc1Br (stereo not drawn)	4	1
CS(=O)(=O)N1N=C(c2cccs2)CC1c1ccccc1O (stereo not drawn)	-7	-8
C[C@@]12C(=O)N(c3cccc(F)c3)C(=O)N1[C@H](c1ccc(F)cc1)[C@@H]1C(=O)N(C3CCCCC3)C(=O)[C@@H]12	-3	1
O=C(Nc1ccc2c(c1)OCO2)c1cc(-c2ccncc2)nc2ccccc12	22	-8
CC(C)(C)n1ncc2c(=O)n(CC(=O)NCc3ccccc3)cnc21	17	-12
C=CCn1c2ccccc2c2nnc(SCCCn3c(=O)[nH]c4ccccc43)nc21	7	2
CCN(CC)C(=O)C1=C(C)N(Cc2ccc(C(C)(C)C)cc2)C(=O)C(CC(=O)NCc2ccco2)C1 (stereo not drawn)	8	0
C(=N\Nc1nc2ccccc2[nH]1)/c1ccc2ncccc2c1	12	5
Cc1cc(-c2nc(-c3ccc(C(C)(C)C)cc3)no2)no1	19	-12
Cc1nc(CCNC(=O)c2cc(COc3ccc(F)cc3Cl)on2)sc1C	4	-12
CCOC(=O)c1c(NC(=O)COC(=O)C2CC2C)sc(C)c1C (stereo not drawn)	2	2
CCCn1c(N)nc2ccccc21	8	-8
CCC(=O)Nc1ccc(C(=O)Nc2cc(C)on2)cc1	-3	1
Cc1cc2c(cc1S(=O)(=O)Nc1cccc(C)c1C)OCC(=O)N2	-16	-1
Cc1cc(C)c(C#N)c(SCc2cn3c(C)cccc3n2)n1	-2	4
NS(=O)(=O)c1ccc(CNC(=O)c2ccc(S(=O)(=O)C(F)F)cc2)cc1	-6	-6
Cc1ccccc1NC(=S)NNc1ncc(C(F)(F)F)cc1Cl	-13	-13
O=[N+]([O-])c1ccccc1S(=O)(=O)N1CCSCC1	18	-7
CCOc1ncccc1C(=O)OC(C)C(=O)Nc1ccc(Cl)cn1 (stereo not drawn)	-6	-1
Cc1cccc(C(=O)NCC(=O)NC(C)CCc2ccccc2)c1 (stereo not drawn)	-1	-4
Cc1ccc(S(=O)(=O)N2CCCC2CNC(=O)C(=O)NCc2cccs2)cc1 (stereo not drawn)	-10	4
Cc1ccc(Cn2c(N3CCN(C)CC3)nc3c2c(=O)[nH]c(=O)n3C)cc1	-4	-3
COC(=O)c1coc(-c2ccc(C)cc2)c1C(=O)OC	2	-12
Cc1c(CCC(C)C)c(-n2ccnc2C)n2c(nc3ccccc32)c1C#N	-25	0

Next part, overlapping the part above by six compounds.
SMILES	TAG inh	TAG inh DAPI viability
CCOc1ncccc1C(=O)OC(C)C(=O)Nc1ccc(Cl)cn1 (stereo not drawn)	-6	-1
Cc1cccc(C(=O)NCC(=O)NC(C)CCc2ccccc2)c1 (stereo not drawn)	-1	-4
Cc1ccc(S(=O)(=O)N2CCCC2CNC(=O)C(=O)NCc2cccs2)cc1 (stereo not drawn)	-10	4
Cc1ccc(Cn2c(N3CCN(C)CC3)nc3c2c(=O)[nH]c(=O)n3C)cc1	-4	-3
COC(=O)c1coc(-c2ccc(C)cc2)c1C(=O)OC	2	-12
Cc1c(CCC(C)C)c(-n2ccnc2C)n2c(nc3ccccc32)c1C#N	-25	0
CC(=O)c1cccc(NC(=O)c2ccc(NS(=O)(=O)c3c(C)noc3C)cc2)c1	35	-25
CCc1nc2ccc(C(=O)NCCCN3CCCC3=O)cn2c1N(CC)C(=O)NCCc1ccccc1	-3	1
CN(/C=C/C(=C/C=[N+](C)c1ccccc1)OCCCS(=O)(=O)[O-])c1ccccc1	2	2
CC(/C=N/Nc1ncc(C)c(=O)[nH]1)=C\c1ccccc1	11	-4
CC1CCN(c2nnc(-c3cccs3)c3ccccc23)CC1	-1	0
N#Cc1ccccc1OCC(=O)NNC(=O)CNC(=O)c1cccc(Br)c1	-1	-2
CCCCOc1ccc(C(=O)NCC(=O)NCCOc2ccccc2)cc1	-4	4
CCN1CCC[C@H]1CNCCCn1cnc2c(SC)ncnc21	14	-3
OCCN=C(c1ccccc1)C12CN3CN(CN(C3)C1)C2	-2	4
CCc1noc(C)c1C(=O)N1CCSC1=Nc1cccc(Cl)c1C	1	7
COCCNC(=O)C(=O)N/N=C(\C)CC(=O)Nc1cccc(C(F)(F)F)c1	-4	8
Cc1cc(C)c(C(=O)C(C)OC(=O)c2ccccn2)cc1C (stereo not drawn)	-3	4
O=C(NC(N1CCOCC1)C(Cl)(Cl)Cl)c1ccc(F)cc1 (stereo not drawn)	5	-8
N#Cc1ccc(OCC(=O)OCC(=O)c2ccc[nH]2)cc1	-11	4
CCc1nc2c(c(=O)[nH]1)C(CC)(CC)Cc1ccccc1-2	-17	8
c1ccc(-n2cnc3ccccc32)cc1	3	-6
COc1ccccc1C(=O)NCC(=O)n1nc(C)cc1C	2	-1
CCOc1ccc(C2CC(c3cccc(C)c3)n3nc(N)nc3N2)cc1 (stereo not drawn)	-2	5
COc1ccc(C(CNC(=O)c2cc3ccccc3cc2O)N2CCOCC2)cc1 (stereo not drawn)	-1	5
CCC(NC(=O)c1ccccc1NC(=O)c1ccccc1)C(=O)OC (stereo not drawn)	-2	2
O=C(COC(=O)c1ccccc1Br)NC(=O)NCc1ccccc1	14	-10
N=c1n(CCc2ccccc2)c2ccccc2n1Cc1ccccc1F	-16	14
O=C(O)CCn1c(=O)oc2cc(S(=O)(=O)N3CCCC3)ccc21	-2	10
Cc1cc(C)c(C#N)c(SCCS(=O)(=O)c2ccc(Cl)cc2)n1	0	0
C=CC[C@@H](CC(=O)N[C@@H](CO)Cc1ccccc1)C(=O)N[C@H](C)COC(=O)[C@@H](CC=C)Cc1ccc(F)cc1	-4	1
Cc1noc(C)c1S(=O)(=O)N1CCC(C(=O)c2ccccc2)CC1	4	0
CCN(C[C@H]1N[C@@](Cc2ccccc2)(C(=O)OC)[C@H]2C(=O)N(C)C(=O)[C@@H]12)S(=O)(=O)c1ccc(OC(F)(F)F)cc1	-2	0
O=C(COc1ccc2ccccc2c1)Nc1ccc(Br)cc1C(=O)O	2	0
OCCN1CCN(Cc2ccc3ccccc3c2)CC1	-4	-3
COc1ccc(C(=O)N=c2sc3ccccc3n2C)cc1OC	-4	2
O=C(COC(=O)Cc1ccc(F)cc1)NC(=O)c1ccccc1	-9	4
O=C(c1ccco1)N1CCN(c2nc(C3CC3)nc3c2nnn3Cc2ccccc2Cl)CC1	11	10
COCCCN(C(=O)c1cc(Cl)nc2ccccc12)c1c(N)n(Cc2ccccc2)c(=O)[nH]c1=O	13	-1
CCN(CCCNC(=O)CN(C)S(=O)(=O)c1cccc2nsnc12)c1cccc(C)c1	33	-10

These rows are one share of the data. The share of hits here may be higher or lower than overall.
